Screens deposited in PubChem by National Center for Advancing Translational Sciences (NCATS).
TrxR1 inh: inhibitors of rat thioredoxin reductase 1; O89049; recombinant rTrxR1, NADPH fluorescence consumption, selenite substrate; Potency, µM (titrated, usually from 114 µM), without a hit: at the top dose activity change, negative = inhibition, usual class: inhibitors; hit rate 1% among 390,000; AID 588453; also: potency is read from the fitted curve at half-maximal effect; % is scaled to controls: 0 for no effect and ±100 for the full control effect; nearly all actives have a fitted effect of over 65% in size
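Rat TrxR1 (90 nM in the dispensed reagent) was pre-reduced with 400 uM NADPH for 5 min at room temperature, then incubated with compound for 15 min. After 400 uM selenite was added, NADPH fluorescence (Ex 340/Em 450 nm) was followed for 8 min.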
Pin1 inhibitor: inhibitors of human Pin1; AID 504891; Potency, µM (highest dose often 115 µM), for inactives: at the top dose activity, negative = inhibition, actives largely listed as inhibitors; hit rate 0.009% among 390,000; Q13526; Pin1 FP peptide displacement, HiFluor488, 10 min; active = well fitted inhibition curve with a large enough effect in the polarisation, with a control signal flat, not every such curve was filed as active; inconclusive = small, poorly fitted or top-dose-only effect, or effect the other way, or a change in a side signal; inactive = no such curve, though single readings can be large or run the other way; the % refers to the polarisation; also: potency is read from the fitted curve at half-maximal effect; % is scaled to controls: 0 for no effect and ±100 for the full control effect
Target sequence (Q13526 whole entry, looked up): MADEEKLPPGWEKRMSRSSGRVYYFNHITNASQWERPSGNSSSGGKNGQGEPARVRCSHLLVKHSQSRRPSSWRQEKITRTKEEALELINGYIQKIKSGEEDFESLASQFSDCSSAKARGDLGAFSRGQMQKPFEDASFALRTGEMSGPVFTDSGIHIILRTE
GLS inh: inhibitors of human glutaminase (GLS) | O94925 | AID 624170 | hit rate 0.21% among 410,000 | GLS enzymatic activity, qHTS titration | Potency, µM (series often up to 45.5 µM), inactives show top-dose activity change, negative = inhibition, usual class: inhibitors; also: potency is read from the fitted curve at half-maximal effect; % is scaled to controls: 0 for no effect and ±100 for the full control effect
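Compounds were pin-transferred onto hKGA, after which L-glutamine (1 mM solution) and a detection mix of glutamate oxidase, HRP and Amplex Red were added. Initial and 30 min RT fluorescence reads were collected.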
USP1 inh: blocks the human USP1/UAF1 deubiquitinase complex; hit rate 0.23% among 390,000; AID 743255; Potency, µM (series often up to 57.1 µM), without a hit: top-dose activity change, negative = inhibition, most hits filed as inhibitors; recombinant USP1/UAF1, Ub-Rhodamine cleavage fluorescence; O94782; also: potency is read from the fitted curve at half-maximal effect; % is scaled to controls: 0 for no effect and ±100 for the full control effect; nearly all actives have a fitted effect of over 60% in size; inactives centre near -12
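USP1/UAF1 complex (1 nM) preincubated 15 min at room temperature with compound, then Ub-Rho substrate (150 nM final) added. Kinetic fluorescence at 480/540 nm over 6 reads at 60 s intervals; 50 mM HEPES pH 7.8, 0.5 mM EDTA, 0.1 mg/ml BSA, 1 mM TCEP, 0.01% Tween-20.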
Tb PGK inh: blocks T. brucei phosphoglycerate kinase; AID 602233; P07378; PGK/GAPDH coupled, Kinase-Glo luminescence, 60 min; Potency, µM (series often up to 57.5 µM), for inactives: top-dose activity change, negative = inhibition, usual class: inhibitors; hit rate 0.043% among 380,000; also: potency is read from the fitted curve at half-maximal effect; % is scaled to controls: 0 for no effect and ±100 for the full control effect; nearly all actives have a fitted effect of over 60% in size
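Recombinant glycosomal PGK reaction used 1,3-bisphosphoglycerate generated in-well by GAPDH (100nM final) in 100mM TEA pH 7.6, 5mM MgCl2, 0.01% Tween-20. After 60 minutes at room temperature, ATP was read by Kinase-Glo Plus luminescence end-point.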
PI4K2A inh: inhibitors of human PI4K2A; hit rate 0.13% among 420,000; activity change, negative = inhibition, % at 76.9 µM; purified PI4K2A, ADP-Glo luminescence, 1 h; stronger effect = lower value; Q9BTU6; in the data active = activity change below about -50%; inconclusive = mostly about -30% to -49%;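 also: -100% = wells without enzyme as full effect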
Target sequence (Q9BTU6 whole entry, looked up): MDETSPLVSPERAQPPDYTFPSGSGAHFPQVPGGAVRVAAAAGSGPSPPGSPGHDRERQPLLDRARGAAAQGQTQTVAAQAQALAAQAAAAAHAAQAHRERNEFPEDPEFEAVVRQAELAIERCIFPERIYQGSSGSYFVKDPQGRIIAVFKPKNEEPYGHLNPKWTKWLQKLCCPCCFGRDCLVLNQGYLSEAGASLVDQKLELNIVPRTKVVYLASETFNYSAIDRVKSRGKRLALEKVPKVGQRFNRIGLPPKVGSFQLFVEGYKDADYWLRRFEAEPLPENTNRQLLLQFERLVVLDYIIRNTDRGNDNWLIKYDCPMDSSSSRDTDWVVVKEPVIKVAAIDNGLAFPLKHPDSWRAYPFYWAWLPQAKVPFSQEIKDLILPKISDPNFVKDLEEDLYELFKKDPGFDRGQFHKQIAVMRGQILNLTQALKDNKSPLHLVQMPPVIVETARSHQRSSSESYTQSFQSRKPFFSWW
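Compounds are screened against recombinant PI4K2A using PI as substrate and ATP, the latter dispensed at 300 microM. Reactions run one hour at ambient temperature before ADP-Glo detection; full inhibition defined by wells lacking enzyme.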
HP1b chromo inh: inhibitors of HP1-beta chromodomain binding to methylated histone tails. P83916. AlphaScreen HP1-beta / biotin-H3K9me3 peptide binding. hit rate 0.56% among 390,000. Potency, µM (doses to about 114 µM), without a hit: top-dose activity change, negative = inhibition, hits mostly inhibitors; also: potency is read from the fitted curve at half-maximal effect; nearly all actives have a fitted effect of over 70% in size; inactives centre near 23
Target sequence (P83916 whole entry, looked up): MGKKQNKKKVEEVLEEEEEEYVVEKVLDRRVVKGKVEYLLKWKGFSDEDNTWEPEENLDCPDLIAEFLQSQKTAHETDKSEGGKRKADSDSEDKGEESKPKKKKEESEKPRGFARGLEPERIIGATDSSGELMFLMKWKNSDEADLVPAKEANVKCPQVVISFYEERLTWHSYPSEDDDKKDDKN
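Compound inhibition of the preformed complex between 50 nM HP1-beta and 50 nM biotinylated H3K9me3 peptide was read by AlphaScreen. Buffer was PBS pH 7.4 with 0.01% Tween-20. Incubations ran 30 min at room temperature, with 10 ug/mL donor/acceptor beads.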
IDH1 R132H inh: blocks human mutant IDH1 R132H enzyme; IDH1-R132H enzyme, NADPH consumption, diaphorase/resazurin fluorescence; O75874; hit rate 0.093% among 390,000; Potency, µM (top dose mostly 76.6 µM), for the others: top-dose activity change, negative = inhibition, most hits filed as inhibitors; also: potency is read from the fitted curve at half-maximal effect; % is scaled to controls: 0 for no effect and ±100 for the full control effect; nearly all actives have a fitted effect of over 65% in size
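IDH1-R132H (0.5 ug/mL) preincubated 30 min with compound, then NADPH (0.016 mM) and alpha-KG (2 mM) added; 80 min at RT, pH 7.5. Remaining NADPH coupled via diaphorase/resazurin to fluorescence (540/590 nm); concentration-response curves normalized to no-enzyme control.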
TrxR1 substrate: substrates of rat thioredoxin reductase 1 | purified TrxR1 substrate turnover, NADPH consumption readout | Potency, µM (titrated, usually from 114 µM), inactives show at the highest dose activity change, negative = substrate turnover | hit rate 0.01% among 390,000 | AID 588456; also: potency is read from the fitted curve at half-maximal effect; % is scaled to controls: 0 for no effect and ±100 for the full control effect; nearly all actives have a fitted effect of over 50% in size
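Rat TrxR1, dispensed at 90 nM, was prereduced with 400 uM NADPH (final) for 5 min at ~22 deg C, then incubated with compound 15 min before 400 uM selenite. A first-read NADPH fluorescence drop versus no-compound background flagged substrates.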
Numbers without * were called inactive; i = inactive; ? = inconclusive; . = not tested or not shown; [ ] = dose if it differs, or a comment. Unless noted, calls follow the shape of the dose curve; as a rule, active = well fitted curve in the direction sought with a large enough effect; inconclusive = small, poorly fitted or top-dose-only effect, or another doubt; inactive = no such curve, though single readings can be large; an effect the other way counts as inactive or inconclusive. This is a subset, so the mix of outcomes need not match the whole.

#	SMILES	TrxR1 inh	Pin1 inhibitor	GLS inh	USP1 inh	Tb PGK inh
1	Cc1ccc(-c2c(C(=O)N3CCN(c4cccc(C)c4)C(C)C3)oc(=O)c3ccccc23)cc1 (centres undefined)	28%	25%	8%	-23%	-8%
2	Cn1c(=O)c2c(nc(CN3CCN(c4ccccc4F)CC3)n2CCN2CCOCC2)n(C)c1=O	15%	1%	25%	-24%	3%
3	O=C(Nc1ccccc1)Nc1ccc(Br)cc1F	8%	-5%	2%	3%	10%
4	CCOc1c(Br)cc(C(=O)NCCCn2ccnc2)cc1OC	21%	-9%	-4%	-12%	-1%
5	CC(NCC(=O)Nc1cc(S(=O)(=O)N2CCCCCC2)ccc1Cl)c1ccccc1 (centres undefined)	42%	0%	-5%	-14%	-11%
6	Cn1c(C(=O)NCCc2ccccc2)cc(=O)n(C)c1=O	11%[57.1 µM]	-7%	-8%	-16%	-2%
7	COc1ccc(NC(=O)C2CCCN(S(C)(=O)=O)C2)cc1 (centres undefined)	17%	0%	-20%	-10%	i
8	CC(C)CC(NC(N)=O)C(=O)OCC(=O)N(Cc1ccccc1)Cc1ccccc1 (centres undefined)	14%[57.1 µM]	1%	3%	-7%	-2%
9	CCOc1cccc(N(C(=O)Cc2cccs2)C(C(=O)NC2CCCCC2)c2cccn2C)c1 (centres undefined)	20%	-2%	0%	-12%	.
10	Cc1ccc(S(=O)(=O)N/N=C2\C(=O)C3(C)CCC2C3(C)C)cc1 (centres undefined)	-8%	-2%	-3%	-3%	-1%
11	COc1ccc2c(C)c(CCC(=O)NC3CC3)c(=O)oc2c1	-27%	-8%	6%	-8%	-4%
12	COC(=O)CC1C(=O)NCCN1C(=O)OC(C)(C)C (centres undefined)	12%	-3%	-9%	-7%	-5%
13	O=C(COC(=O)CC1CCCCC1)Nc1c(Cl)cccc1Cl	-3%	3%	-9%	-20%	-23%
14	COc1ccc2c(c1)OC[C@H]1[C@@H]2N2C(=O)[C@@H](C)NC(=O)[C@@]2(C)[C@H]1c1ccccc1	16%[57.1 µM]	-1%	0%	-16%	-3%
15	CC(C)(C)c1cc(C(=O)NNC(=O)c2ccc(Cl)cc2)no1	10%[57.1 µM]	-11%	14%	-3%	-11%

#	PI4K2A inh	HP1b chromo inh	IDH1 R132H inh	TrxR1 substrate
1	0	-4%	-6%	6%
2	0	28%	3%	5%
3	0	41%[activator]	7%	2%
4	4	29%	13%	8%
5	6	?	-2%	-1%
6	3	-16%	3%	12%
7	6	38%	-10%	1%
8	4	0%	-1%	1%[57.1 µM]
9	0	17%	?	8%
10	-1	52%[activator]	-5%	-9%
11	-1	13%	20%	327%[activator]
12	3	20%	8%	3%
13	-3	48%	6%	-1%
14	2	23%	-2%	13%[57.1 µM]
15	1	2%	-5%	1%[57.1 µM]

Going on with the list:
#	SMILES	TrxR1 inh	Pin1 inhibitor	GLS inh	USP1 inh	Tb PGK inh
16	O=C(c1ccco1)N1CCN(c2cc(=O)n(C3CCCCC3)c(=O)[nH]2)CC1	?	-1%	16%	-16%	-4%
17	Cc1cc(C)n(C(=O)COc2c(C)cccc2C)n1	15%	0%	-8%	-13%	-7%
18	Cc1ccc(COc2ccc(S(=O)(=O)N3CCCC3)cc2C(N)=O)cc1	7%	-15%	15%	-14%	3%
19	Nc1nc(NCc2ccc(Cl)cc2)c2[nH]cnc2n1	24%	-7%	.	.	.
20	Cc1ccccc1NC(=S)NCCc1ccccn1	?	5%	8%	-14%	1%
21	CC(=O)Nc1ccc(OS(=O)(=O)c2ccccc2C)cc1	18%[57.1 µM]	1%	0%	-23%	-1%
22	Cc1csc(Nc2nc(N)c(C(=O)Nc3ccccc3)o2)n1	-3%	-1%	-2%	-21%	-7%
23	CCCCC(=O)N1CCc2cc(OC)c(OC)cc2C1COc1ccc(OC)cc1 (centres undefined)	13%[57.1 µM]	0%	4%	-17%	4%
24	CC1CCN(S(=O)(=O)N2CCC(C(=O)NC(C)c3ccccc3)CC2)CC1 (centres undefined)	.	.	-8%	-9%	-5%
25	O=C(Nc1nc(-c2ccccn2)cs1)c1cc(Cl)ccc1[N+](=O)[O-]	20%[57.1 µM]	-1%	-12%	-23%	i
26	CC1(C)OC(C)(C)/C(=C/Nc2ccccc2)C1=O	-15%	-2%	11%	-19%	2%
27	N#CCC(=O)Nc1ccc(C(=O)OCc2ccccc2Oc2ccccc2)cc1	16%	63%[activator]	1%	-28%	-5%
28	O=C(Cc1ccc(Br)cc1)Nc1ncc([N+](=O)[O-])s1	-19%	-3%	-1%	-11%	-4%
29	CCOC(=O)c1c(S(=O)(=O)NCC(=O)Nc2ccc(C)c(Cl)c2)c(C)n(C)c1C	6%[57.1 µM]	?	-6%	-13%	-4%
30	CCOC(=O)CNC(=O)CSc1nnc(-c2ccccc2)n1Cc1ccco1	-3%[57.1 µM]	0%	2%	-10%	-7%

#	PI4K2A inh	HP1b chromo inh	IDH1 R132H inh	TrxR1 substrate
16	3	14%	0%	4%
17	-1	31%	3%	5%
18	4	15%	0%	-2%
19	.	11%	.	3%
20	5	18%	5%	-11%
21	0	21%	0%	7%[57.1 µM]
22	3	45%[activator]	9%	-6%
23	2	9%	6%	5%[57.1 µM]
24	4	.	-8%	.
25	0	?	-4%	8%[57.1 µM]
26	-3	15%	4%	-15%
27	1	?	-15%	-1%
28	2	2%	10%	-1%
29	4	-21%	36%[activator]	-3%[57.1 µM]
30	14	50%[activator]	2%	8%[57.1 µM]

(next part)
#	SMILES	TrxR1 inh	Pin1 inhibitor	GLS inh	USP1 inh	Tb PGK inh
31	COc1cc(OC)cc(C(=O)NC(=S)Nc2cccnc2)c1	-71%	0%	1%	-2%	i
32	Cc1ccc(-c2nc(CS(=O)CC(=O)O)c(C)o2)cc1 (centres undefined)	10%[57.1 µM]	-2%	4%	6%	i
33	CC(=O)N(C)/C=C1\Sc2ccccc2C1=O	2%[57.1 µM]	4%	3%	-15%	-7%
34	O=C(Nc1ccc(N2CCOCC2)c(Cl)c1)c1ccc2c(c1)OCCO2	13%	4%	12%	-11%	1%
35	O=C(NCC(c1ccco1)N1CCN(c2ccc(F)cc2)CC1)C(=O)NC1CC1 (centres undefined)	0%	-3%	16%	-4%	8%
36	C=CCNC(=S)NNC(=O)c1ccc(OCCCC)cc1	-4%	0%	21%	-4%	0%
37	O=C(CCNc1ccc(F)cc1)c1cccc([N+](=O)[O-])c1	3.5µM*	-1%	23%	-6%	-5%
38	Cc1cc(C)cc(Oc2c(C(F)(F)F)oc3c(CN4CCCC(C)C4)c(O)ccc3c2=O)c1 (centres undefined)	15%	-4%	4%	-6%	-7%
39	O=C(Nc1cccc2cccnc12)C(F)(F)F	-12%	4%	.	.	.
40	O=C(Nc1nc(-c2ccc(Cl)s2)cs1)c1ccncc1	10%	3%	0%	-1%	-1%[11.5 µM]
41	Fc1ccc(-c2cc(C(F)(F)F)nc(NCC3CCCO3)n2)cc1 (centres undefined)	17%[57.1 µM]	0%	-3%	-5%	-8%
42	COC(=O)c1cc(C(=O)OCC(=O)NC2CCCCCCC2)cc([N+](=O)[O-])c1	9%	0%	-2%	-10%	-2%

#	PI4K2A inh	HP1b chromo inh	IDH1 R132H inh	TrxR1 substrate
31	4	15%	11%	-11%
32	-3	19%	-13%	3%[57.1 µM]
33	-1	31%	1%	-3%[57.1 µM]
34	2	33%	16%	-3%
35	4	15%	6%	0%
36	-14	48%[activator]	-5%	-4%
37	3	?	9%	5%
38	8	33%	7%	0%
39	.	53%[activator]	.	-3%
40	-3	18%	11%	6%
41	-4	179%[activator]	3%	9%[57.1 µM]
42	0	6%	-11%	-2%

A different layout for some results above.
(32) Cc1ccc(-c2nc(CS(=O)CC(=O)O)c(C)o2)cc1 (centres undefined)
(27) N#CCC(=O)Nc1ccc(C(=O)OCc2ccccc2Oc2ccccc2)cc1
(23) CCCCC(=O)N1CCc2cc(OC)c(OC)cc2C1COc1ccc(OC)cc1 (centres undefined)

Screen / compound no.,32,27,23
TrxR1 inh,10%[57.1 µM],16%,13%[57.1 µM]
Pin1 inhibitor,-2%,63%[activator],0%
GLS inh,4%,1%,4%
USP1 inh,6%,-28%,-17%
Tb PGK inh,i,-5%,4%
PI4K2A inh,-3,1,2
HP1b chromo inh,19%,?,9%
IDH1 R132H inh,-13%,-15%,6%
TrxR1 substrate,3%[57.1 µM],-1%,5%[57.1 µM]
